High-throughput results deposited in PubChem BioAssay by several laboratories.
MC4R ag barr: agonists of human melanocortin 4 receptor (MC4R) beta-arrestin | AID 540308 | U2OS MC4R beta-arrestin complementation, luminescence; percent of melanotan II response, DMSO zero | P32245 | actives 0.98% (n = 360,000) | activation, % at 8.9 µM;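 active = activation above a per-plate cutoff, the mean activation of sample wells on that plate plus 3 SD, cut at about 8% in these data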
TLR9-MyD88 inh: TLR9-MyD88 interaction inhibition. CHO BLA complementation TLR9-MyD88, CCF4 FRET ratio. AID 504734. Q9NR96+Q99836. inhibition, % at 4.98 µM. actives 0.21% (n = 340,000);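 active = inhibition above the mean over all tested compounds plus 3 SD, cut at about 21% in these data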;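 note: 0% = DMSO only wells and 100% = clavulanate BLA inhibitor control wells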
H9c2 protect: modulators protecting cardiomyocytes from myocardial damage. AID 588492. H9c2 cardiomyocytes, H2O2 injury protection, ATPLite, 2 h. protection from H2O2 cell death, % at 20 µM. actives 0.63% (n = 360,000);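 active = compounds giving at least 50% protection of heart cells from peroxide-induced death in the single-dose screen, raw or plate-pattern-corrected value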;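 note: 0% = DMSO wells with peroxide and 100% = DMSO wells without peroxide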
ABHD5-PLIN5 inh: ABHD5-PLIN5 protein interaction inhibition; Q00G26+Q8WTS1; Split G. princeps luciferase complementation, luminescence, 4 h; inhibition, % at 4 µM; actives 0.78% (n = 360,000);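 active = inhibition above the mean inhibition across every tested compound plus 3 SD, cut at about 22% in these data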;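 note: 0% = DMSO only wells and the 100% control is not disclosed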
ABCB6 inh MLPCN: human ABCB6 transporter inhibition; K562-ABCB6 porphyrin accumulation, flow cytometry, 1 h; active compounds read low; fluorescence ratio to DMSO, % at 10 µM; actives 0.19% (n = 360,000);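 active = fluorescence ratio to DMSO below 75%, the collection mean minus 3 SD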;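 note: signal is porphyrin accumulated inside mitochondria; 100% equals median channel fluorescence of DMSO control wells; lower ratio means ABCB6 inhibition with less porphyrin fluorescence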
NCOA2 inhibitor: human SRC2 (NCOA2) inhibition. HEK293 GAL4-SRC2 luciferase reporter, luminescence. inhibition, % at 9 µM. actives 0.17% (n = 370,000);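 active = inhibition above the mean inhibition of all tested compounds plus 3 SD, set per campaign, cut at about 52% in these data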;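 note: 0% = DMSO treated cells and 100% = cells given Gossypol at 36 µM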
NOD2-RIPK2 inh: inhibitors of human NOD2-RIPK2 interaction. O43353. CHO BLA complementation NOD2-RIPK2, CCF4 ratio. inhibition, % at 4.98 µM. actives 0.38% (n = 360,000). AID 624267; in the data active = inhibition above about 21%;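 note: 0% = vehicle only and 100% = reference blocker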
MC4R antagonist: human MC4R antagonism in cAMP assay. P32245. MC4R-expressing cells, MTII-stimulated cAMP, LANCE TR-FRET. inhibition, % at 6.5 µM. actives 0.48% (n = 360,000). AID 540295;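 active = inhibition above its plate's cutoff, the mean of tested wells on that plate plus 3 SD, cut at about 29% in these data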;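 note: 0% = Melanotan II alone and 100% = Melanotan II plus saturating MCL0020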
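Assay system: U2OS cells stably expressing human melanocortin 4 receptor (MC4R) / Dosing: 6.5 µM / Timing: compound 30 min, challenge 1 h, detection 1 h / Measured by: Eu-cAMP/anti-cAMP TR-FRET, emission 671 nm / Replicates: singlicate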
N-glyco inh: blocks N-linked glycosylation in D54 reporter cells; D54 ERlucT glycosylation luciferase reporter, 24 h; percent of 100 nM tunicamycin response; reporter increase, % at 12.5 µM; actives 0.23% (n = 360,000); AID 588692;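 active = mean luciferase reporter signal, scaled so untreated is 0 and the glycosylation-blocking control 100, at or above a set limit in every replicate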;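 note: luciferase carries N-glycosylation sites so blocking glycosylation raises the light; 0% = median of neutral control wells and 100% = median of 100 nM tunicamycin wells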
m5-HT2A agonist: agonists of mouse serotonin 5-HT2A receptor (HTR2A) | P35363 | CHO-K1 mHTR2A beta-arrestin complementation, luminescence; percent of 30 µM serotonin response | activation, % at 7.6 µM | actives 0.66% (n = 360,000) | AID 624169;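 active = activation above a run cutoff, the mean activation of all tested compounds plus 3 SD, cut at about 14% in these data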;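 note: 0% = plate median of compound wells and 100% = 30 µM serotonin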
Starred values were filed as active, the others as inactive; nt = no result given.

SMILES	MC4R ag barr	TLR9-MyD88 inh	H9c2 protect	ABHD5-PLIN5 inh	ABCB6 inh MLPCN	NCOA2 inhibitor	NOD2-RIPK2 inh	MC4R antagonist	N-glyco inh	m5-HT2A agonist
CCN(CC)C(=O)c1sc(NC(=O)c2ccc(C)c([N+](=O)[O-])c2)c(C#N)c1C	-0.1	-2	-24	-3	98	-2	-6	2	-1	0
CCCC(=O)N1CCC1(C)C(=O)Nc1cccc(F)c1 (stereo not given)	-0.8	nt	5	1	100	nt	-1	5	0	-4
COc1cc(/C=C/C(=O)OCC(=O)N2CCc3ccccc3C2)ccc1O	1.8	-7	2	2	100	-14	-14	13	-3	0
COc1ccc(-c2[nH]ncc2CN(C)Cc2nonc2C)c(OC)c1	4.7	1	-5	0	92	-9	0	0	-1	-2
NC(=O)CCN1CCC(c2nc3ccccc3s2)CC1	-0.3	-6	7	-2	78	11	-1	-1	-1	-10
Clc1cccc(N/N=C/c2ccc(N3CCOCC3)s2)c1	2.1	2	-12	-5	102	-34	-7	-9	3	-1
CCOC(=O)C=C(OC(=O)c1ccc(OC)cc1)c1ccccc1	0.4	-4	5	7	95	5	-6	9	-1	-2
CCN(CC(=O)NCCc1ccccc1)S(=O)(=O)c1ccc(Br)cc1	-1.0	-4	0	-8	89	4	-2	6	-3	-5
Cc1ccccc1S(=O)(=O)NC(=O)C1(C)CCN1C(=O)c1ccccc1CCc1ccccc1 (stereo not given)	-0.4	nt	1	-5	98	22	-1	-1	1	-1
COC(=O)c1cccc(NC(=O)Nc2ccc(Cl)cc2)c1	1.9	nt	-13	-6	103	-27	-8	9	-1	-4
O=C(NC1CCCCCC1)c1ccc2c(=O)n3c(nc2c1)CCCCC3	0.4	-15	-8	1	102	-69	-4	0	0	-2
COc1ccccc1CNC(=O)c1cccc(S(=O)(=O)N2CCCC2)c1	-2.5	4	-1	-6	93	-16	-15	-1	0	-2
Cc1ccnc(NC(=O)CNC(=O)c2ccc3ccccc3c2)c1	-3.3	-2	3	3	97	-19	-4	-5	1	-4
CCOC(=O)C(NC(=O)c1cccc(Cl)c1)(OCc1ccc(F)cc1)C(F)(F)F (stereo not given)	6.4	-1	-6	-2	98	4	1	9	-2	1
CS(=O)(=O)c1ccc(-c2csc(-c3cccnc3)n2)cc1	-2.1	-6	11	5	94	1	1	4	7	5
CCc1ccc(NS(=O)(=O)c2c(C(=O)N3CCOCC3)c(C)n(C)c2C)cc1	-1.4	11	-3	1	93	-3	-10	4	1	7
O=C(O)C(Cc1ccc(O)cc1)N1C(=O)c2c(Cl)c(Cl)c(Cl)c(Cl)c2C1=O (stereo not given)	4.0	2	6	5	95	-12	-12	9	0	0
CCCOC1CCCN(Cc2nc(-c3ccc(C(=O)OC)cc3)no2)C1 (stereo not given)	0.1	-4	-2	0	100	-16	-4	-4	1	0
Cc1nn(C(=O)CCC(=O)NCCc2ccccc2)c2ccccc12	0.2	-20	-2	7	95	9	-13	2	-4	-3
C[C@@]12C(=O)N(c3cccc(Cl)c3)C(=O)N1[C@@H]1c3ccccc3OC[C@@H]1[C@H]2c1ccccc1	-1.6	3	5	-7	85	4	-4	14	-2	7
O=C(CSc1nncn1-c1ccccc1)Nc1cc(F)ccc1F	-2.2	-4	1	-5	98	0	0	11	1	-8
CN(C)/C=C(\C(=O)c1ccccc1)c1nnnn1-c1ccc(F)cc1	0.0	-4	10	-10	102	9	4	11	1	2
COc1ccc(OCC(=O)O/N=C(\N)Cc2ccc(Cl)cc2Cl)cc1	2.5	4	-6	-10	198	-2	-3	5	-1	0
CC(=O)O[C@@H]1[C@@H](OC(C)=O)[C@H](n2ccc3cc([N+](=O)[O-])ccc32)OC[C@@H]1OC(C)=O	-0.5	2	1	-3	96	-25	1	9	3	-1
CCOC(=O)N1CCN(c2ccc(O)cc2)CC1	-0.8	-5	2	2	91	-23	-11	11	-1	5

More structures:
SMILES	MC4R ag barr	TLR9-MyD88 inh	H9c2 protect	ABHD5-PLIN5 inh	ABCB6 inh MLPCN	NCOA2 inhibitor	NOD2-RIPK2 inh	MC4R antagonist	N-glyco inh	m5-HT2A agonist
C#CCOCCOCCOCCNc1nc(N2CCOCC2)nc(N2CCN(C(=O)[C@H](CCCCN)n3cc([C@@H](N)CC(C)C)nn3)CC2)n1	-1.6	-4	4	0	95	0	0	6	2	-1
COc1ccc(/C=N/NC(=O)CNC(=O)c2ccc(S(=O)(=O)N3CCOCC3)cc2)c(OC)c1	2.5	2	2	15	100	-26	-4	-7	1	4
CCn1cc(C(=O)N2CCN(Cc3ccc4c(c3)OCO4)CC2)c2cc(OC)c(OC)cc2c1=O	-0.1	-7	-2	1	86	-10	1	5	0	-6
COc1ccc2c(c1)c(=O)cc(C)n2CC(=O)NCc1ccco1	1.9	-8	-1	4	86	-10	0	19	2	7
CCOc1cc(C(c2c(C)[nH][nH]c2=O)c2c(C)[nH][nH]c2=O)cc(Cl)c1O	-2.3	6	-4	-11	95	-8	7	2	9	-4
Cc1cc(SCC(=O)NCCN2C(=O)CSC2=O)nc2c(C)cccc12	1.1	-7	19	4	90	11	10	0	0	1
Fc1cc(F)cc(NC(=S)NCCCN2CCOCC2)c1	-0.9	5	-4	-2	100	0	-5	0	0	4
COc1ccc(Nc2ccc(Cl)nn2)cc1	-1.9	5	-10	9	96	-9	-3	2	1	0
CN(CC(=O)Nc1cccc(F)c1)C(=O)CSc1ccc(Br)cc1	-2.2	-13	-5	-7	96	-4	4	-4	0	-9
Cc1ccc2nc(SCC(=O)NCc3ccco3)c(C#N)cc2c1	3.1	10	-5	15	93	-66	-6	6	-2	-5
CCN(CC)c1ccc(/C=C2\SC(=O)N(C(C)C)C2=O)o1	-1.9	nt	-16	86*	129	nt	56*	9	3	3
COCCN1CCN(C(=O)c2ccc3nc(Cc4ccccc4F)oc3c2)CC1	-2.6	-12	-1	4	97	15	-1	0	-3	-4
CCOc1ccc(NC(=O)CSc2ncn[nH]2)c([N+](=O)[O-])c1	0.6	-2	6	0	106	-21	2	-4	-2	4
Cc1ccc(-c2cc(-c3ccccc3)nc(NN)n2)cc1	-0.9	1	-3	8	97	-25	-4	-2	5	-11
O=C(OCc1ccc([N+](=O)[O-])cc1)C1CCN(S(=O)(=O)c2ccccc2)CC1	1.8	-8	3	4	95	19	-10	1	1	-4
CC(C)[C@H](NC(=O)N1CCn2c1nc1ccccc12)C(=O)NCc1ccccc1Cl	-1.5	0	-4	5	94	-10	6	6	1	5
COC(=O)CSc1[nH]c(=O)cc(C)c1C#N	-0.2	-2	0	-3	109	-9	-2	3	-1	17*
CC(C)NS(=O)(=O)c1ccc(NC(=O)C(C)OC(=O)CCCOc2ccccc2)cc1 (stereo not given)	1.0	6	-18	-10	97	-7	-9	6	-2	-1
NC(=O)c1c(NC(=O)c2ccc(S(=O)(=O)N3CCOCC3)cc2)sc2c1CCCCC2	6.5	-3	-11	-8	92	0	0	14	1	1
COc1ccc(CCC(=O)NNC(=O)Nc2ccc(C(C)=O)cc2)cc1	-1.1	8	-1	-2	99	-5	2	3	1	6
CC(C)N1C(=O)CN(C2CCCCCC2)C(=O)C1c1ccccc1F (stereo not given)	-2.3	1	1	-5	94	-30	2	3	0	-3
Cc1c(CN2CCCC(CO)(Cc3cccc(Cl)c3)C2)cnn1C (stereo not given)	-2.4	3	4	-5	148	7	-3	4	-3	-3
O=C(CSc1cccs1)Nc1cccc2ccccc12	-1.6	-2	0	1	100	-48	2	4	-1	6
Cc1ccc(-n2nnnc2SCC(=O)N2CCc3ccccc3C2)cc1	1.7	2	8	-8	102	-2	-6	5	-2	0
CCc1ccccc1OCCCCN1CCCC1	-2.3	2	18	-3	89	18	1	8	-1	-3

Carrying on:
SMILES	MC4R ag barr	TLR9-MyD88 inh	H9c2 protect	ABHD5-PLIN5 inh	ABCB6 inh MLPCN	NCOA2 inhibitor	NOD2-RIPK2 inh	MC4R antagonist	N-glyco inh	m5-HT2A agonist
COc1cc2c(cc1CN1CCN(C(=O)c3cc(OC)c(OC)c(OC)c3)CC1)OCO2	-0.9	-10	0	-2	99	-1	5	19	3	3
CCC(C(=O)NC(C)c1ccccc1)C(=O)NC(C)c1ccccc1 (stereo not given)	1.4	-6	2	0	98	-15	1	25	0	10
C/C(CC(=O)Nc1ccccn1)=N\NC(=O)c1ccc2ccccc2c1	-0.4	6	-3	-3	96	-22	-2	-4	-1	2
O=C(CCC(=O)N1CCSc2ccccc21)NCc1ccc(Cl)cc1	-1.8	3	7	5	93	-22	-15	4	2	-7
COc1ccccc1S(=O)(=O)Nc1cccc(S(=O)(=O)N2CCCC2)c1	-1.6	9	-2	-10	102	21	-13	11	2	4
Cc1oc2cc3oc(=O)c(CCC(=O)NCCC(=O)O)c(C)c3cc2c1C	-0.6	-1	6	0	94	-3	-7	5	3	8
O=C(c1ccc(NC(=O)C(c2ccccc2)c2ccccc2)cc1)c1ccc(C(=O)O)c(C(=O)O)c1	0.7	0	2	-5	95	-17	-8	1	2	-3
O/N=C(/Cc1ccccn1)c1ccccc1	0.0	-2	10	0	95	-7	-9	1	0	-2
Cc1cccc(C(=O)Oc2cc(C)[nH]c(=O)c2[N+](=O)[O-])c1	-0.6	0	-2	-1	89	9	-13	5	3	-5
COc1ccc(CC(=O)NNC(=O)CSc2ccc(C)cc2)cc1	0.6	-4	5	-6	99	-9	4	1	-1	-2
Cc1ccc(C)c(/C(O)=C2\C(=O)C(=O)N(CCCn3ccnc3)C2c2ccncc2)c1 (stereo not given)	-0.3	5	9	6	100	2	-1	8	0	-6
CC(=O)c1cccc(NC(=O)CN(c2ccc(F)cc2)S(C)(=O)=O)c1	-2.2	-1	6	-2	97	5	-13	0	1	-7
COc1cc(/C=C2\SC(=S)N(NS(=O)(=O)c3ccccc3)C2=O)ccc1O	-1.6	7	-5	-2	115	10	10	5	1	-6
COC(=O)c1cc2ccccc2c(=O)s1	-1.6	-13	-6	-5	97	-16	-2	-3	-1	-2
NS(=O)(=O)c1cccnc1Nc1cccc(Cl)c1Cl	0.4	-1	-9	-6	204	-42	8	8	2	-3
CC1CCC2(CC1)NC(=O)N(CC(=O)N1CCN(C(=O)c3cccs3)CC1)C2=O (stereo not given)	-0.7	-3	-2	14	98	5	-2	2	-1	-2
C=CCc1cccc(/C=N/NC(=O)CNc2ccccc2)c1O	3.8	-1	34	-6	118	5	4	4	-4	-8
O=C(CSc1nc(=O)n(CCCN2CCOCC2)c2c1CCCC2)Nc1ccccc1Cl	1.0	-2	3	-6	145	12	-9	15	-2	-9
COC(=O)C1C(c2ccccc2)C(C(=O)O)C1c1ccccc1 (stereo not given)	0.2	-2	-1	1	79	12	-2	0	1	2
COc1cccc(CNCc2ccc(OC)c3ccccc23)c1OC	0.2	3	-12	-4	108	12	10	20	0	-5

Copied from the list:
In H9c2 protect, C=CCc1cccc(/C=N/NC(=O)CNc2ccccc2)c1O has the entry 34
In NCOA2 inhibitor, CCC(C(=O)NC(C)c1ccccc1)C(=O)NC(C)c1ccccc1 (stereo not given) has the entry -15

This is a subset; count on the stated rates, not on these rows.
